# NOD1 inhibition = NOD1 signaling inhibitors, primary screen, cell-based, luminescence, uHTS (AID 1578); inhibition, % at 4 µM, or EC50 in µM where a hit was titrated; NOD1-driven NF-kB luciferase reporter cells, luminescence; higher % means a stronger effect; actives 1% (n = 290,000); in the data active = inhibition mostly above about 36%, no sharp cut-off; inactive = mostly below about 34%;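 also: HEK-293T reporter cells stimulated with the NOD1 agonist gamma-tri-DAP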
# Dynein transport = blocks dynein driven cargo transport along microtubules | z-score, hits read low | actives 0.47% (n = 220,000) | 3617.4 mouse cells, GR-EGFP nuclear translocation imaging; test concentration mostly 20 µM; stimulated with dexamethasone, 1 µM; stronger effect = lower value | AID 1381;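 active = plate z-score of nuclear minus cytoplasmic receptor signal below a set negative limit, without overly bright fluorescence or cell loss, cut at about -3.5 in these data, passing the limit was not always enough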;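 also: z-score of nuclear minus cytoplasmic ring GR-EGFP intensity difference per well; some compounds called inactive have numbers as strong as hits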
#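 Also added – dexamethasone, 1.0 µM final · Buffer or medium – tet-free, stripped-serum medium · Schedule – induction 48 h, compound 1 h, agonist 30 min · Detection – formaldehyde fixation, Hoechst nuclear stain, 10x automated fluorescence imaging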
# P. falciparum M17LAP = P. falciparum M17LAP inhibitors, primary screen, biochemical, fluorogenic H-Leu-NHMec substrate, 1536-well (AID 1619) | one-dose inhibition, % at 30 µM; IC50 in µM for titrated hits | actives 0.38% (n = 220,000) | recombinant M17LAP, H-Leu-NHMec fluorogenic kinetic assay; higher % means a stronger effect;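 active = compound inhibiting the enzyme by more than half at any dose during confirmatory dose-response retesting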;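 also: plate controls were full reaction with DMSO carrier for no effect and no enzyme background for full effect; strong numbers were not always called active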
# b-catenin transl = modulators of beta-catenin nuclear translocation. nuclear translocation activity, % at 5 µM. HeLa beta-catenin nuclear translocation, immunofluorescence imaging. actives 0.3% (n = 190,000);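 active = nuclear translocation activity above 50% at 5 µM, with a well cell count of 50 or more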;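 also: per-cell ratio of nuclear to cytoplasmic median beta-catenin stain intensity; plate controls were DMSO negative control for no effect and GSK-3 inhibitor IX positive control for full effect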
#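 Test system: HeLa cells, endogenous beta-catenin; Compound: single 5 µM dose plus 0.02–20 µM confirmation series; Times: compound exposure 24 h at 37°C; Signal: fluorescence imaging of beta-catenin antibody stain plus DAPI; Read-out: % activation, nuclear-to-cytoplasmic median beta-catenin signal ratio per cell.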
# NOD2 inhibition = NOD2 signaling inhibitors, cell-based, luminescence, uHTS, HEK293 (AID 1566). inhibition, % at 4 µM; hits with a dose series show EC50 in µM. actives 0.63% (n = 290,000). HEK293 NOD2/NF-kB luciferase reporter, luminescence; higher % means a stronger effect; in the data active = inhibition above about 50%; also: many of its hits are not listed in these tables
# MT stabilizer = stabilizes microtubules in HeLa cells; HeLa tubulin immunostaining HCS, 24 h; share of cells brighter than vehicle mean+2SD; % tubulin-high responders, % at 10 µM; actives 0.83% (n = 200,000); AID 2205;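 active = plate Z-score above 3 for both tubulin-high and condensed-nucleus cell shares, with cell loss under 80%, at 10 µM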;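 also: anti alpha tubulin signal scored within the nucleus-defined area of each cell; some results filed as inactive read as strong as hits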
# Ins promoter up = MIN6 insulin promoter up-regulation. MIN6 insulin promoter-GFP reporter, high-content imaging; stronger effect = higher value. actives 0.3% (n = 190,000). AID 1625. z-score at 5 µM;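 active = z-score above 3 at 5 µM with at least 500 cells counted in the well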
# Yfh1-off respiration = enhancers of respiration in Yfh1-depleted yeast, dose response, Friedreich's ataxia, plus single-dose screen (AID 1465). S. cerevisiae Yfh1-off respiration, WST-1 reduction, 72 h; higher fold induction means a stronger effect. fold induction at 50 µM, or EC50 in µM where a hit was titrated. actives 0.074% (n = 220,000);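 active = fold induction of absorbance versus untreated yeast above a set limit, then at least 30% activation at any dose in follow-up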;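 also: activators that raise dye reduction in frataxin-depleted yeast; strong numbers were not always called active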
# Autophagy HCS = autophagy modulation, high-content screen. MEF GFP-LC3 puncta imaging; test concentration mostly 10 µM. calls only at 10 µM (by protocol). actives 0.98% (n = 190,000). AID 463193;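 active = percentage of spot-positive cells more than 3 SD above its plate mean, without a fluorescence outlier flag or 80% toxicity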;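 also: spot-positive cell cutoff set from DMSO-treated cells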
# Dynein transport cytoplasmic EGFP = also measured in Dynein transport; calls as there; z-score; measured here: cytoplasmic GR-EGFP intensity; stronger effect = higher value
# Dynein transport nuclear GR-EGFP = recorded beside Dynein transport, whose call it bears; z-score; measured here: nuclear GR-EGFP intensity;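 lower value marks the stronger effect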
# Dynein transport cell count = recorded beside Dynein transport, whose call it bears; z-score; measured here: cell count per field
# Ins promoter up cell count = also measured in Ins promoter up; calls as there; cell count; measured here: cytotoxicity, nuclei count;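 total cells summed across four imaged fields per well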
# b-catenin transl cell count 5 µM = further read-out of b-catenin transl, marked with its call; cell count; measured here: cell count, cytotoxicity flag
# MT stabilizer Hoechst-high % = also measured in MT stabilizer; calls as there; % Hoechst-high responders; measured here: nuclear condensation Hoechst responders;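 share of cells brighter than vehicle mean plus two SD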
# MT stabilizer cytotoxicity % = further read-out of MT stabilizer, marked with its call; toxicity, %; measured here: cytotoxicity by cell density;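 0% = mean cell density of plate MIN control wells and 100% = no cells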
# Autophagy HCS cell loss 18 h = also measured in Autophagy HCS; calls as there; toxicity, %; measured here: cell loss, nuclei count;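 cell loss after 18 h compound exposure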
# The depositor's hits bear a star; i = inactive; x = no result given; & = joins results of further samples. Only part of the results is shown (hit frequency here may not be typical).
SMILES,NOD1 inhibition,Dynein transport,Dynein transport cytoplasmic EGFP,Dynein transport nuclear GR-EGFP,Dynein transport cell count,P. falciparum M17LAP,b-catenin transl,b-catenin transl cell count 5 µM,NOD2 inhibition,MT stabilizer,MT stabilizer Hoechst-high %,MT stabilizer cytotoxicity %,Ins promoter up,Ins promoter up cell count,Yfh1-off respiration,Autophagy HCS,Autophagy HCS cell loss 18 h
CC1CN(c2ccc(Cl)cc2[N+](=O)[O-])CCN1S(C)(=O)=O (stereo not given),-5%,0.74,-0.13,0.78,-1.3,12%,0.4,1471,15%,4.2,3.1,3.5,0,1432,i,i,-1
CCN(C1=NS(=O)(=O)c2ccccc21)N(CC)S(=O)(=O)c1ccc(C)cc1,15%,-1.8,-0.3,-0.27,2.1,-2%,0.3,1033,14%,4.7,4.4,7.4,-0.71,1234,i,i,-2
CC(C)n1nc(C(=O)Nc2nnc(SCc3c(Cl)cccc3Cl)s2)c2ccccc2c1=O,25%,-1.2,-0.24,-0.34,0.78,3%,-3.0,1217,27%,1.4,1.4,6.8,-0.93,944,i,i,8
CCn1c(SCC(=O)N(C)C2CCS(=O)(=O)C2)nnc1-c1ccccc1 (stereo not given),-6%,-1.6,-0.35,-0.78,0.82,0%,-5.4,1035,14%,3.4,1.7,3.8,0.44,1604,i,i,-1
O=C(NC1CC1)C1=C[C@@H](c2coc3ccccc3c2=O)C[C@@H](OCc2ccc(CO)cc2)O1,-13%,-0.65,-0.24,-0.13,0.0026,5%,-1.0,1123,11%,1.3,1.2,5.7,1.3,1427,i,i,-6
CS(=O)(=O)c1ccc(C(=O)N2CCN(Cc3ccccc3)CC2)cc1,-12%,2.3,-0.02,1.7,-2.6,3%,-2.0,1066,-16%,2.4,1.5,4.7,0.7,1281,i,i,-3
CC(C)CNS(=O)(=O)c1ccc(OCC(=O)Nc2ccc3c(c2)OCCO3)cc1,27%,2.4,-0.24,2.4,-1.3,-22%,0.0,503,-6%,2.2,3.1,12,0.39,1128,i,i,7
CCN(CC)C(=O)C1CCN(Cc2cn(C)nc2-c2ccc(Oc3ccccc3)cc2)CC1,20%,0.26,0.019,0.097,0.089,-13%,2.7,1020,-15%,2.7,2.7,6.0,x,x,i,i,-7
Cc1nc(=O)c(-c2ccccc2)c(C)n1Cc1ccccc1,-15%,0.27,-0.27,0.78,0.023,-5%,-7.0,1052,13%,2.7,2.7,7.4,0.52,1210,i,i,-6
COc1cccc(C(=O)C2CCCN(Cc3cn(C)nc3-c3ccccc3)C2)c1 (stereo not given),-13%,1.2,-0.32,0.47,0.26,-4%,-0.6,1158,12%,4.5,1.4,4.3,-1.9,1348,i,i,21

# An excerpt from above in order of the Dynein transport cytoplasmic EGFP value, smallest number first:
Compound | Dynein transport cytoplasmic EGFP
CCn1c(SCC(=O)N(C)C2CCS(=O)(=O)C2)nnc1-c1ccccc1 (stereo not given) | -0.35
Cc1nc(=O)c(-c2ccccc2)c(C)n1Cc1ccccc1 | -0.27
CC1CN(c2ccc(Cl)cc2[N+](=O)[O-])CCN1S(C)(=O)=O (stereo not given) | -0.13

# Other entries:
SMILES,NOD1 inhibition,Dynein transport,Dynein transport cytoplasmic EGFP,Dynein transport nuclear GR-EGFP,Dynein transport cell count,P. falciparum M17LAP,b-catenin transl,b-catenin transl cell count 5 µM,NOD2 inhibition,MT stabilizer,MT stabilizer Hoechst-high %,MT stabilizer cytotoxicity %,Ins promoter up,Ins promoter up cell count,Yfh1-off respiration,Autophagy HCS,Autophagy HCS cell loss 18 h
O=C(NN1C(=O)c2ccccc2NC1c1ccccc1OCc1ccccc1)c1ccncc1 (stereo not given),5%,0.025,-0.064,0.41,-0.47,5%,-2.3,1231,10%,1.6,2.0,5.6,-0.76,974,i,i,-10
O=C(Nc1ccccc1)c1cnc[nH]1,-29%,-1,0.044,-0.4,0.27,-5%,-7.0,981,-12%,1.4,2.2,5.7,0.45,1499,x,i,4
O=C1C(C=NC2CC2)=C(O)c2ccccc21,-25%,-1.5,-0.46,-0.87,0.82,1%,x,x,-14%,0.8,1.2,1.6,x,x,i,i,-7
COC(=O)c1ccc(/C=N/OCC(=O)NCCc2ccc(OC)c(OC)c2)cc1,-28%,0.26,-0.23,-0.21,0.63,4%,-2.6,1081,6%,2.6,2.1,0.4,-0.41,1319,i,i,5
Cc1ccc2nc(-c3ccc(NC(=O)C(C)N4C(=O)c5ccccc5C4=O)cc3)sc2c1 (stereo not given),-44%,0.31,-0.2,0.47,0.25,15%,1.1,931,-35%,1.8,2.2,8.0,-0.17,1285,i,i,12
CCOC(=O)Cc1nnc(NC(=O)CSc2nnc3c4ccccc4n(C)c3n2)s1,16%,-0.34,-0.22,0.0043,0.92,-4%,-2.6,1227,18%,3.4,2.6,3.5,0.12,1254,i,i,-3
CC(C)n1c(C(F)(F)F)nc2cc(C(=O)N3CCCCC3)ccc21,-6%,-1.1,1,-0.044,1.5,8%,-1.0,1306,12%,x,x,x,0.81,1066,i,x,x
COc1ccccc1N1CCN(C(=O)CSc2nc(C)cc(=O)[nH]2)CC1,-16%,0.076,-0.22,-0.02,0.69,12%,2.4,1034,16%,2.8,2.2,7.1,0.16,966,i,i,0
COc1ccc(OC)c(/C=N/c2oc(-c3ccco3)c(-c3ccco3)c2C#N)c1,8%,0.7,-0.023,0.4,-0.64,6%,-2.1,1158,-14%,6.3,4.1,3.4,-0.16,1419,i,i,13
O=C(C1=C[C@H](C2CC2)C[C@H](OCCCCO)O1)N1CCN(Cc2ccccc2)CC1,-7%,0.41,-0.22,0.57,-0.69,4%,-1.0,1055,-6%,2.4,1.5,7.5,3.7*,1476*,i,i,-2
CCCCOc1ccc(C(=O)NCC(=O)NCC(=O)OCC)cc1,9%,-0.45,-0.15,0.16,-0.37,12%,x,x,3%,5.9,3.4,1.8,1.1,1182,i,i,6
Cc1cccc(Oc2nccc(C(F)(F)F)c2C(=O)Nc2ccc(F)cc2F)c1,-10%,-0.59,-0.24,-0.39,0.86,2%,0.5,1265,-14%,x,x,x,3.6*,1417*,i,x,x
CCOC(=O)C(Oc1ccc2c(-c3ccccc3)cc(=O)oc2c1C)c1ccccc1 (stereo not given),37%,0.61,-0.25,0.12,-0.08,16%,-0.4,1004,15%,4.3,2.6,8.5,0,1190,i,i,-6
C=C(C)CSc1nc(C)c(Cc2ccccc2)c(=O)[nH]1,-6%,-0.26,-0.28,-0.029,0.89,5%,x,x,18%,2.4,2.4,23,-0.38,1303,i,i,-8
c1ccc(Cc2nc(-c3ccccn3)no2)cc1,-34%,-0.067,-0.18,0.16,-0.19,1%,-5.7,1088,-34%,4.8,2.0,10,0.04,1235,i,i,-7
O=C(c1cccs1)[C@@H]1[C@@H]2C(=O)N(Cc3ccc4c(c3)OCO4)C(=O)[C@@H]2C2c3ccccc3C=CN21 (stereo not given in full),-6%,0.59,-0.083,0.66,-0.061,9%,-2.5,932,-2%,2.2,1.1,7.1,-1.7,1034,x,i,3
O=C(c1cccc2ccccc12)C1CCCN(C(=O)CCc2cnccn2)C1 (stereo not given),-34%,-0.31,-0.2,-0.25,-0.71,8%,1.3,1469,3%,1.4,1.6,11,x,x,i,i,-6
Cc1cc2ncc(S(=O)(=O)C(C)(C)C)c(N)n2n1,-7%,-0.41,0.2,0.14,0.07,10%,-0.9,1140,9%,4.1,3.3,7.0,0.13,1322,i,i,-4
COc1ccc(CN(C(=O)CN2C(=O)c3ccccc3S2(=O)=O)C(C(=O)NCC2CCCO2)c2ccncc2)cc1 (stereo not given),-15%,1.3,-0.21,0.42,-0.5,-7%,-2.3,923,-12%,2.8,2.5,9.0,0.68,1316,x,i,0
CC(=O)N(/N=C/c1ccc([N+](=O)[O-])o1)c1nc2ccccc2c(=O)n1-c1ccccc1,5%,0.16,-0.31,-0.038,0.69,15%,1.9,1268,22%,x,x,x,-0.21,949,i,x,x
C[N+]1(C2CCC3CCCC2C3O)CCCC1 (stereo not given),7%,2,-0.043,0.41,-0.56,-23%,x,x,7%,1.8,2.5,0.2,-0.16,1154,i,i,5
CN(C)C(=O)Oc1cccc([N+](C)(C)C)c1,19%,0.34&-1.3,-0.25&-0.26,0.37&-0.035,0.29&0.83,8%&-7%,-2.1,584,11%,2.6&3.1,2.0&1.6,9.8&4.2,x,x,i,i,-30&13
Cn1cc(CNCc2ccc(-n3cccn3)cc2)c(-c2ccccc2F)n1,-8%,1,0.028,1.2,-1.3,-9%,0.2,1471,14%,3.2,1.2,9.1,0.15,1467,i,i,9
CCOC(=O)C1CCCN(C/C(O)=C(\C#N)c2nc(-c3ccc(Cl)cc3)cs2)C1 (stereo not given),-37%,-0.38,-0.25,-0.28,1.7,-2%,-1.1,1050,3%,3.0,2.2,58,0,1633,i,i,2
C#CC(=O)N(c1ccc(OC)c(OC)c1)C(C(=O)NC1CCCC1)c1cccs1 (stereo not given),80%*,-4.7*,0.43*,-2*,0.8*,5%,-3.6,1050,0%,1.5,1.9,5.7,-0.42,1530,i,i,-7
Cc1sc(-c2ccccn2)nc1OC(=O)c1ccc(Cl)c(Cl)c1,-1%,-0.86,0.0018,-0.6,2,-6%,-0.4,804,17%,3.1,1.2,2.6,0.46,1314,i,i,16
COc1cc(=O)n(C)c2c(OCC3OC(C)(C)OC3(C)C)cccc12 (stereo not given),-31%,-0.53,-0.32,-0.26,0.67,32%,-1.4,1106,10%,1.6,1.1,5.7,-0.87,1349,i,i,-8

# Compound activity as filed in PubChem.
